Mtb FBA inh = inhibitors of M. tuberculosis fructose-bisphosphate aldolase | P9WQA3 | purified M. tuberculosis FBA, fluorescence read-out | inhibition, % at 1 µM | hit rate 2.3% among 360,000; in the data active means inhibition above about 27%;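 further: 0% = vehicle and 100% = reference inhibitor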
Target sequence (P9WQA3 whole entry, looked up): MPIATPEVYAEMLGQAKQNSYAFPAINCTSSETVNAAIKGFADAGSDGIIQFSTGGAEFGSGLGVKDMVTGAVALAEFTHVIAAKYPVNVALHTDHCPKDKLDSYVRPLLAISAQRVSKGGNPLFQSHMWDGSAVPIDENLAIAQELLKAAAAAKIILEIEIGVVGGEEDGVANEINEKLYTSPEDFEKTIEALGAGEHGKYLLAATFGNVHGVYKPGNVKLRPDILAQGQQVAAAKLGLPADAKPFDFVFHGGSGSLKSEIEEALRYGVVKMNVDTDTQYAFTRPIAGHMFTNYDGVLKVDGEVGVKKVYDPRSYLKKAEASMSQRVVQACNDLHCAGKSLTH
PrPC surface inh = reduces human prion protein on the cell surface; cell surface PrPC, TR-FRET read-out; inhibition, % at 13.8 µM; hit rate 0.43% among 370,000; AID 720596; in the data active means inhibition above about 24%; further: 0% = median of the test wells and 100% = reference compound wells
FadD28 binding = blocks FadD28 binding to the bisubstrate probe. fluorescence polarization. inhibition, % at 12.5 µM. hit rate 0.22% among 360,000; in the data active means inhibition above about 8.5%, passing the limit was not always enough; inconclusive means no clear call, values can overlap the other calls
BoNT F protease = inhibitors of Botulinum neurotoxin F light chain protease. AID 588497. hit rate 0.22% among 360,000. Multiplex microsphere protease cleavage assay, flow cytometry. inhibition, % at 10 µM; in the data active means inhibition above about 35%, passing the limit was not always enough; inconclusive means no clear call, values can overlap the other calls; further: plate controls were buffer without enzyme for full effect and enzyme alone for no effect
UGM FP inh = blocks M. tuberculosis UGM enzyme; hit rate 0.06% among 320,000; P9WIQ1; inhibition, % at 10 µM; purified UGM, fluorescence polarization probe displacement; in the data active means inhibition above about 10%, passing the limit was not always enough; inconclusive means no clear call, values can overlap the other calls
GDH-TPI counter = inhibits GDH-TPI coupling enzymes, artifact for Mtb FBA screen; hit rate 1.2% among 360,000; GDH-TPI coupled enzyme counterscreen, NADH absorbance; inhibition, % at 4.8 µM; in the data active means inhibition above about 30%;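 further: 0% = DMSO wells and 100% = wells lacking the enzyme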
Mtb BioA inh = blocks M. tuberculosis BioA enzyme activity. purified M. tuberculosis BioA enzyme, plate reader. inhibition, % at 9.99 µM. hit rate 0.096% among 360,000; in the data active means inhibition above about 40%; inconclusive means no clear call, values can overlap the other calls
MazEF act = increases E. coli MazEF RNase cleavage of RNA | FAM/BHQ RNA-DNA oligo cleavage fluorescence, 5 h | P0AE70 | hit rate 0.32% among 350,000 | activation, % at 20 µM | AID 504720; in the data active means activation above about 50%
Target sequence (P0AE70 whole entry, looked up): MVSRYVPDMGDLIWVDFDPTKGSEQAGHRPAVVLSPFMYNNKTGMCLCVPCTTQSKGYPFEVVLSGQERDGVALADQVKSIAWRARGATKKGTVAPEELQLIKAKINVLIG
Rv3671c protease = inhibits the M. tuberculosis serine protease Rv3671c | inhibition, % at 5.96 µM | P9WHR9 | hit rate 0.048% among 320,000 | AID 2606; in the data active means inhibition above about 38%;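 further: extracellular domain of Rv3671c used as enzyme; 0% = enzyme with DMSO and 100% = no enzyme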
Target sequence (P9WHR9 whole entry, looked up, the tested form may be a part): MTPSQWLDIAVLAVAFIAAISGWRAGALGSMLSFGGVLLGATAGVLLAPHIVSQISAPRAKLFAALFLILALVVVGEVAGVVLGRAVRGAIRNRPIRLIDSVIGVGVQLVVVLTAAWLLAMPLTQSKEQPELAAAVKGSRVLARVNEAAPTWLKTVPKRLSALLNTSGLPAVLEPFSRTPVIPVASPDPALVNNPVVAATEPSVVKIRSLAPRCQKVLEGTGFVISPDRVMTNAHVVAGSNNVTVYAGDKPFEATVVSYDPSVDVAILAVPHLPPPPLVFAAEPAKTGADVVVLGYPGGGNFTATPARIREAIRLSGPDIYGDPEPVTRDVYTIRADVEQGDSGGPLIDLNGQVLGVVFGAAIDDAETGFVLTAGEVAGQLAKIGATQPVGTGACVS
* marks the source's active call; other numbers are inactive results; ? = inconclusive; nt = no result given; & = joins results of further samples.

SMILES	Mtb FBA inh	PrPC surface inh	FadD28 binding	BoNT F protease	UGM FP inh	GDH-TPI counter	Mtb BioA inh	MazEF act	Rv3671c protease
O=C(CCN1CCN(c2ccccc2)CC1)Nc1cccc(Br)c1	1	2	-0.5	1	-0.8	5	1.1	-1	-4
O=C(c1ccccc1F)N1CCN(C(=O)C2CC2)CC1	0	4	-0.3	-1	-0.6	4	-0.1	5	-10
O=C(Cc1ccccc1)N1CCCC(c2nc(-c3ccc(S(=O)(=O)N4CCCC4)cc3)no2)C1 (stereo unspecified)	-1	-1	0.6	4	0.2	3	-1.0	1	-12
CC(C)c1ccc(S(=O)(=O)N2CCN(C(=O)CCNS(=O)(=O)c3ccccc3F)CC2)cc1	-1	-6	-2.4	-7	-3.7	2	1.0	-2	-6
Nc1c(C(=O)NCCc2ccccc2)c2nc3ccccc3nc2n1CCN1CCOCC1	27*	-2	0.2	-1	0.7	5	-3.3	-9	1
CCOC(=O)C1=C(C)N=c2sc(=C(C)C)c(=O)n2C1c1ccc(N(C)C)cc1 (stereo unspecified)	0	-3	1.0	1	0.7	5	-0.6	-29	-3
CCCOc1ccc(N2C(=O)CC(N3CCN(CCN=CC4C(=O)CC(C)(C)CC4=O)CC3)C2=O)cc1 (stereo unspecified)	-1	0	-1.8	-2	0.0	-4	nt	-4	6
Oc1ccc(Br)cc1/C=N/Nc1ncc(-c2ccccc2)cn1	-1	10	0.0	1	2.0	4	nt	-30	-11
CCOC(=O)C1(C)CCN1C(=O)c1ccc(F)c(Cl)c1 (stereo unspecified)	2	-9	-1.1	3	nt	12	-0.1	nt	nt
O=C(CSc1nc2ccccc2o1)NC1CCCC1	0	-3	-1.9	-6	-4.3	-4	nt	5	5
CC1CC(C)CN(C(=O)Cn2cc(C=O)c3ccccc32)C1 (stereo unspecified)	1	0	1.0	4	2.3	12	-1.1	1	10
COc1ccc2ccccc2c1/C=N/NC(=O)c1ccc([N+](=O)[O-])cc1	-1	-2	0.4	-14	2.0	3	0.9	10	-8
Cc1nc2cc(C(F)(F)F)ccc2n1C1CCN(CC(=O)N2CCOCC2)CC1	2	5	-1.3	-4	-0.7	7	nt	3	0
O=C(CSc1nc2nc[nH]c2c(=O)[nH]1)NC1CCCCC1	0	-1	-1.8	24	-0.9	1	0.2	11	-1
Cc1ccc(NC(=O)COc2coc(CN3c4ccccc4CC3C)cc2=O)c(C)c1 (stereo unspecified)	-4	8	-2.0	-1	-1.0	9	0.6	3	7
C[C@H](CO)N1C[C@H](C)[C@H](CN(C)S(=O)(=O)c2ccc(-n3cccn3)cc2)OCc2cnnn2CCCC1=O	-1	3	-1.3	-2	nt	-1	-0.2&0.9	-2	nt
O=C(NCc1ccccc1)C1C(=O)N(Cc2ccccc2)C(=O)C1C1(O)CCCC1 (stereo unspecified)	-2	2	-2.4	18	2.5	-3	-0.4	3	-5
CCOC(=O)c1c(NC(=O)COC(=O)CCNS(=O)(=O)c2ccccc2)sc(C(=O)NC)c1C	5	-5	0.5	-179	nt	-2	0.8	-7	nt
O/N=C/c1ccc2ccccc2n1	2	-6	-1.2	41*	-0.9	-8	-4.9	-6	4
NC(=O)CN(c1ccc(Cl)cc1)S(=O)(=O)c1ccccc1	2	0	-0.8	-3	3.0	4	nt	-1	1

Complete entries, quoted from the list. Order of values: Mtb FBA inh | PrPC surface inh | FadD28 binding | BoNT F protease | UGM FP inh | GDH-TPI counter | Mtb BioA inh | MazEF act | Rv3671c protease
`O/N=C/c1ccc2ccccc2n1` in the list: 2 | -6 | -1.2 | 41* | -0.9 | -8 | -4.9 | -6 | 4
`Cc1nc2cc(C(F)(F)F)ccc2n1C1CCN(CC(=O)N2CCOCC2)CC1` in the list: 2 | 5 | -1.3 | -4 | -0.7 | 7 | nt | 3 | 0
`NC(=O)CN(c1ccc(Cl)cc1)S(=O)(=O)c1ccccc1` in the list: 2 | 0 | -0.8 | -3 | 3.0 | 4 | nt | -1 | 1

(cont.)
SMILES	Mtb FBA inh	PrPC surface inh	FadD28 binding	BoNT F protease	UGM FP inh	GDH-TPI counter	Mtb BioA inh	MazEF act	Rv3671c protease
Cc1ccc(CN2C(=O)C(CC(C)C)Nc3ncnc(N4CCCCC4)c32)cc1 (stereo unspecified)	-1	6	-3.2	-7	nt	nt	1.5	nt	nt
O=C(CN1CCN(c2ccccc2F)CC1)Nc1ccc2c(c1)CCC2	2	6	-4.1	-5	0.9	-2	nt	0	-3
CCOC(=O)C(Cc1cc(C(C)=O)ccc1OCC)C(=O)OCC	1	-4	-1.2	-18	-0.7	6	1.3	0	-1
COc1cccc(C(O)c2nc(-c3cccc(CO)c3)cs2)c1 (stereo unspecified)	-2	13	-4.3	-2	nt	-4	-0.9	nt	nt
COc1cc(NC(=S)NC(=O)c2ccc(F)cc2)ccc1NC(=O)c1ccco1	-1	-4	-3.2	7	1.0	4	-1.3	0	2
CCc1cc(=O)oc2cc(C)cc(OC(C)C(=O)NCc3ccncc3)c12 (stereo unspecified)	84*	0	-2.3	1	0.6	3	0.2	7	1
O=C(Cc1ccccc1)N/N=C/c1ccc([N+](=O)[O-])s1	-4	-63	-1.2	1	-1.1	21	0.0	-3	5
Cc1ccc(S(=O)(=O)N2CCOCC2)cc1NC(=O)COC(=O)CNC(=O)c1ccc(Oc2ccccc2)cc1	-1	-4	-4.5	-2	0.9	5	nt	5	-10
O=C(N/N=C/c1ccsc1)c1cc(-c2cccs2)nc2ccccc12	5	0	-9.7	2	-2.3	3	-0.9	1	-31
CSc1nc(Cl)cc(=O)[nH]1	1	2	-1.2	2	4.9	-1	-0.6	-2	5
Cc1cc(C(=O)CSc2nnc(-c3ccco3)o2)c(C)n1CC1COc2ccccc2O1 (stereo unspecified)	0	-4	-0.9	0	nt	-2	-1.3	5	nt
CC1CCCCC1N1CN=C(Nc2nc3ccccc3s2)NC1 (stereo unspecified)	1	4	0.0	-3	4.0	1	nt	-7	-2
COc1ccc2oc(C(=O)NC(C)c3ccccn3)c(C)c2c1 (stereo unspecified)	33*	9	-3.1	2	0.7	3	5.3	-2	-4
O=C(COC(=O)/C=C/c1ccccc1[N+](=O)[O-])NC(=O)NC1CCCC1	-1	-4	-0.9	0	nt	8	0.3	9	nt
COc1cc2c(cc1OC)C1[C@H]3C(=CC[C@H]1OC2O)CCN3C (stereo partly specified)	2	1	-0.9	-10	6.1	15	-2.1	2	-2
C[C@]12c3[nH]c4cc(-c5ccco5)ccc4c3CCN1C(=O)[C@@H](CC(=O)NCc1cccc(C(F)(F)F)c1)C[C@@H]2C(=O)N1CCOCC1	14	2	-3.1	2	nt	3	-0.5	-2	nt
CC1=CC(c2ccccc2)n2ncnc2N1 (stereo unspecified)	5	2	-4.7	-10	-0.7	8	1.5	4	1
CC1(C)CC(=O)C2=C(C1)NC1=C(C(=O)c3ccccc31)C2c1cccnc1 (stereo unspecified)	7	-62	3.7	0	-1.2	3	nt	1	6
CC(=O)NCc1ccc(-c2csc(NC(=O)CCCc3nc4ccccc4c(=O)[nH]3)n2)cc1	1	3	-2.4	10	-1.9	17	-0.1	5	2
CCOC(=O)c1[nH]c(C)c(C(=O)OCC)c1C	-4	-1	-5.4	4	-1.1	-8	1.5	6	-3
CC(C)c1ccc(NC2CCCN(C(=O)c3cc(C(C)C)nc(N)n3)C2)cc1 (stereo unspecified)	1	3	-2.0	-5	0.4	0	2.0	-6	9
O=C(CCc1nc2ccccc2s1)Nc1ccccc1	1	5	-1.7	-15	-1.7	10	nt	-16	2
CNC(=O)c1ccccc1NC(=O)c1cccc(S(=O)(=O)N2CCC(C)CC2)c1	0	3	-2.0	1	-1.0	11	nt	2	-11
O=C(Nc1ccccc1NC(=O)C1CCCO1)c1ccco1 (stereo unspecified)	-1	-7	-2.1	2	4.3	3	nt	1	3
O=C(CSc1nc2ccccc2c(=O)n1Cc1ccco1)N1CCCC1	1	-8	-3.4	-1	-0.3	5	nt	2	-2
CCC(C)[C@H](NS(=O)(=O)c1ccc(C)cc1)C(=O)N1CCC(C(=O)N2CCC(C(N)=O)CC2)CC1 (stereo partly specified)	0	-2	-2.2	-6	-1.7	3	0.1	-15	1
CCOC(=O)C(C)(C)N(Cc1ccc(C)cc1)S(=O)(=O)c1ccc(Cl)c([N+](=O)[O-])c1	0	-4	-2.3	-6	-1.5	11	nt	-1	-2
O=C(Cn1nnc2ccccc21)c1ccc(Br)cc1	10	2	0.4	-2	-0.4	-4	-3.3	7	-11
Cc1cc(NC(=O)COc2ccc3ccccc3c2Br)no1	-1	80*	-3.1	-5	6.6	-7	-1.3	-23	-3
CCOC(=O)C1CCN(C(=O)C2CCC(=O)N(CC3CCCCC3)C2)CC1 (stereo unspecified)	1	-1	-1.0	-10	-1.9	3	-0.2	2	-3
CC(=O)c1c(C)[nH]c(C(=O)NC2=NCCS2)c1C	-3	-8	-0.4	-6	3.1	24	11	4	7
CCOc1ccc(OCc2ccc(C(=O)NC(C)C)o2)cc1	2	11	-2.3	nt	-1.5	17	-1.3	4	nt
COc1cccc(OC)c1C(=O)NC(=S)Nc1ccc(S(=O)(=O)Nc2nccs2)cc1	3	0	-2.3	-8	1.9	7	nt	-3	-13
Cc1onc(-c2ccccc2)c1-c1csc(N/N=C/c2ccccc2)n1	1	5	-1.3	?	-0.5	3	nt	0	6
O=C(c1cc2c(s1)CCCCCC2)N1CCC2(CC1)OCCO2	2	6	-4.2	-3	1.1	12	nt	-4	7
Oc1sc(C=Nc2ccc(F)cc2)c2ccccc12	-2	-4	-2.9	-12	1.3	-4	-2.1	-354	-13
O=C(O)c1cc(NC(=O)C2CCCO2)cc(C(=O)O)c1 (stereo unspecified)	5	5	-0.4	5	-1.1	-9	1.6	17	-2
Cn1nnc(NC(=O)CSc2nnnn2-c2ccc(F)cc2)n1	0	5	-1.3	-1	-1.8	2	-2.1	-16	2
COc1ccc(NC(=O)C2CCN(c3cc(C)nc(-c4ccccc4)n3)CC2)cc1	0	-1	-3.5	?	2.9	3	0.4	-8	-2
Cc1cc(NC(=O)c2ccccc2-c2ccccc2C(=O)O)no1	1	2	-1.8	4	2.3	-2	nt	8	3
COCc1ccc(C(=O)N2CCCC(C(=O)c3ccc(Cl)cc3C)C2)o1 (stereo unspecified)	-1	-1	-3.7	4	-2.1	4	2.2	-30	1
CC(C)C[C@@]12C(=O)N(c3cccc(Br)c3)C(=O)N1[C@H](c1ccc(Cl)cc1)[C@@H]1C(=O)N(C3CCCCC3)C(=O)[C@@H]12	6	7	-1.8	-4	-0.1	13	-1.7	-14	0
COCCn1c(SCC(=O)Nc2nnc(C)s2)nnc1-c1c[nH]c2ccccc12	0	nt	-3.6	-5	1.6	-4	nt	1	-11
CSc1ncc(Cl)c(C(=O)Nc2cccc(Cl)c2)n1	1	5	-4.0	2	0.1	7	0.3	8	-2
O=C(COc1ccccc1)N1CCN(S(=O)(=O)c2cccs2)CC1	0	-4	0.3	-2	1.4	10	1.4	-4	-15
O=C(Nc1cccnc1)c1cccc([N+](=O)[O-])c1	1	-9	-3.7	?	0.4	4	nt	7	-6
C/C(=C\C(=O)c1ccc(C)o1)Nc1ccc(C(=O)O)cc1C	-1	-4	-3.2	11	4.6	8	0.7	-6	8
COC(=O)CN1C(=O)[C@H]2[C@@H](c3ccc(C)o3)N3C(=O)CN(Cc4ccc(-c5ccccc5)cc4)C(=O)[C@@]3(C)[C@H]2C1=O	0	-2	-5.2	-2	-3.8	-1	-1.0	10	4
Cc1ccc(S(=O)(=O)N2CCN(C(=O)CN3C(=O)NC(C)(c4ccc5ccccc5c4)C3=O)CC2)cc1 (stereo unspecified)	2	2	-4.3	-1	nt	3	0.1	0	nt
CS(=O)(=O)N1CCN(C(=O)C2c3ccccc3Oc3ccccc32)CC1	0	nt	-3.3	-9	0.0	-8	3.0	-9	5

Nothing new here: an excerpt of the list.
SMILES	Mtb FBA inh	PrPC surface inh	FadD28 binding	BoNT F protease	UGM FP inh	GDH-TPI counter	Mtb BioA inh	MazEF act	Rv3671c protease
Cc1ccc(S(=O)(=O)N2CCN(C(=O)CN3C(=O)NC(C)(c4ccc5ccccc5c4)C3=O)CC2)cc1 (stereo unspecified)	2	2	-4.3	-1	nt	3	0.1	0	nt
CS(=O)(=O)N1CCN(C(=O)C2c3ccccc3Oc3ccccc32)CC1	0	nt	-3.3	-9	0.0	-8	3.0	-9	5

Assay outcomes: PubChem, several laboratories
